Compound activity: PubChem BioAssay, National Center for Advancing Translational Sciences (NCATS)
KAT2A inh = inhibitors of human GCN5L2 histone acetyltransferase; Q92830; GCN5L2 HAT assay, ThioGlo1 CoA-SH fluorescence; Potency, µM (top dose mostly 58.9 µM), for the others: at the top dose activity change, negative = inhibition, actives largely listed as inhibitors; 390,000 tested, 0.21% active; AID 504327
Target sequence (Q92830 whole entry, looked up): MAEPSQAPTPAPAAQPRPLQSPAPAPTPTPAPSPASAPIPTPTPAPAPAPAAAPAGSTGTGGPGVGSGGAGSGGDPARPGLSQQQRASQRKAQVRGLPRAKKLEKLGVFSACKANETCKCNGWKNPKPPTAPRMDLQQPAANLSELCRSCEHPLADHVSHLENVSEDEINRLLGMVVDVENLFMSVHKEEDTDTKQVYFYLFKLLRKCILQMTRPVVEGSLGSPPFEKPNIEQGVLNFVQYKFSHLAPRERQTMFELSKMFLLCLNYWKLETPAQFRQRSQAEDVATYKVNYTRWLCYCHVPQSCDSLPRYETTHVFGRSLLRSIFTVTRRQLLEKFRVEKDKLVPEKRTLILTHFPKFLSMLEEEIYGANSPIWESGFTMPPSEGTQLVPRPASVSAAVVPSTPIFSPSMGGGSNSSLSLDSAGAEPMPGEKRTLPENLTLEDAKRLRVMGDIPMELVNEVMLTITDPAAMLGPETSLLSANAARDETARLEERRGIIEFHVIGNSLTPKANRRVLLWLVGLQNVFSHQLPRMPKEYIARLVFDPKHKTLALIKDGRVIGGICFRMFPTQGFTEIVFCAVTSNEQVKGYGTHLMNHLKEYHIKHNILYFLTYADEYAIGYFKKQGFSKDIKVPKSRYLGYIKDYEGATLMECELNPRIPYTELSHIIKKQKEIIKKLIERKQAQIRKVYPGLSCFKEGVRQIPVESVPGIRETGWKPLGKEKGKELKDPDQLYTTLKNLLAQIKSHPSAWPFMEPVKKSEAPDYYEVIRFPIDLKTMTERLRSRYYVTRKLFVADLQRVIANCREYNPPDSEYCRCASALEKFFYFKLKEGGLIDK
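GCN5L2 (20nM final) in 50mM HEPES, 0.1mM EDTA pH 7.5, 0.01% Tween-20 was preincubated 15 min at room temperature with compound, then given ThioGlo1 (50uM), H3(1-25) peptide (75uM) and acetyl-CoA (70uM); CoA-thiol fluorescence (Ex340/Em540) was read at 0 and 20 min.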
DT40 TDP1 no CPT = qHTS for Inhibitors of human tyrosyl-DNA phosphodiesterase 1 (TDP1): qHTS in cells in absence of CPT; DT40 Tdp1-/- hTDP1 cells, no CPT, ATP luminescence, 48 h; Potency, µM (top dose mostly 46.2 µM), for the others: at the top dose activity change, negative = growth inhibition, actives largely listed as inhibitors; 420,000 tested, 15% active; note: nearly all actives have a fitted effect of over 55% in size
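Readout: luminescence from CellTiter-Glo after 30 min in the dark at RT. Cells: DT40 Tdp1-/- with stable hTDP1, 400/well. Exposure: compounds alone, ≥48 hr, 37 °C.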
DT40 TDP1 CPT = DT40-hTDP1 cell growth loss with CPT. chicken DT40 Tdp1-/-;hTDP1 cells + 20 nM CPT, ATP luminescence, 48 h. Potency, µM (titrated, usually from 46.2 µM), for the others: top-dose activity change, negative = growth inhibition, usual class: inhibitors. 420,000 tested, 12% active. AID 686979; note: nearly all actives have a fitted effect of over 55% in size
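Chicken DT40 Tdp1-/- cells complemented with human TDP1, 400 cells/well, exposed to compounds plus 20 nM camptothecin for at least 48 h at 37 C; viability read as ATP content by CellTiter-Glo luminescence.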
Starred values were filed as active, the others as inactive; u = inconclusive; x = not tested or not shown. Calls come from the whole dose curve; as a rule, active = well fitted curve in the direction sought with a large enough effect; inconclusive = small, poorly fitted or top-dose-only effect, or another doubt; inactive = no such curve, though single readings can be large; an effect the other way counts as inactive or inconclusive. % is set by controls: 0 for no effect and ±100 for the full control effect; potency is the fitted concentration of half-maximal effect.

1: CC(NC(=O)COC(=O)CN1C(=O)NC2(CCCC2)C1=O)c1ccc(F)cc1 (configuration not stated)
2: COc1ccc2[nH]c3c(=O)n4c(nc3c2c1)SCC4
3: Cc1ccc(NC(=O)c2nc[nH]c2C(=O)N2CCOCC2)c(C(=O)c2ccccc2)c1
4: O=C(CSC1=Nc2ccccc2C2=NC(Cc3ccccc3)C(=O)N12)Nc1cccc(Cl)c1 (configuration not stated)
5: CCc1ccccc1NNC(=O)c1sccc1Cl
6: COCCn1c(SCC(=O)Nc2cccc(OC)c2)nnc1-c1ccccc1

screen / no.,1,2,3,4,5,6
DT40 TDP1 no CPT,-3%,-24%,0%,26µM*,u,-13%
DT40 TDP1 CPT,-4%,-20%,u,16µM*,u,2%
KAT2A inh,x,-6%,-16%,-10%,x,-1%

Single records (already shown).
Entry for CCc1ccccc1NNC(=O)c1sccc1Cl → DT40 TDP1 no CPT: u; DT40 TDP1 CPT: u; KAT2A inh: x
Entry for COc1ccc2[nH]c3c(=O)n4c(nc3c2c1)SCC4 → DT40 TDP1 no CPT: -24%; DT40 TDP1 CPT: -20%; KAT2A inh: -6%

(further entries)
7: O=C(CNS(=O)(=O)c1cccc(Cl)c1)Nc1ccc(-c2nc3ccccc3s2)cc1
8: Cn1cc(CN2CCC(n3nccc3NC(=O)c3ccccc3Cl)CC2)c2ccccc21
9: CC(C)N(Cc1nc(-c2ccccc2)no1)C(=O)c1ccc([N+](=O)[O-])cc1
10: Cc1ccccc1OCCNC(=O)CSc1ccc(C(F)(F)F)cc1[N+](=O)[O-]
11: COc1ccc(NC(=O)/C=C/C(=O)O)c([N+](=O)[O-])c1
12: O=C(O)CSc1nnc(Cc2ccccc2)n1-c1ccccc1

screen / no.,7,8,9,10,11,12
DT40 TDP1 no CPT,-5%,u,5.2µM*,u,u,0%
DT40 TDP1 CPT,-15%,-78%,4.6µM*,-8%,-9%,-12%
KAT2A inh,-1%,-3%,-8%,-3%,3%,-11%

In another format: entries from further up
Every second line gives: DT40 TDP1 no CPT | DT40 TDP1 CPT | KAT2A inh
3. Cc1ccc(NC(=O)c2nc[nH]c2C(=O)N2CCOCC2)c(C(=O)c2ccccc2)c1
  0% | u | -16%
12. O=C(O)CSc1nnc(Cc2ccccc2)n1-c1ccccc1
  0% | -12% | -11%

Further results.
13: COc1c2c(nc3occc13)C(CC=C(C)C)(OC)C(O)CC2 (configuration not stated)
14: COc1cc(C(Nc2ccc(S(=O)(=O)NCC3CCCO3)cc2)C(=O)NC(C)(C)C)cc(OC)c1OC (configuration not stated)
15: S=C(c1cn(Cc2ccccc2)c2ccccc12)N1CCOCC1
16: O=S(=O)(NC1CC1)c1ccc(S(=O)(=O)N2CCC3(CC2)OCCO3)cc1
17: Cc1nn(C(=O)c2ccco2)c(C)c1CN1C(=O)c2ccccc2C1=O
18: CC[C@@H](C)[C@H](NC(=O)OCc1ccccc1)c1nnc([C@@H](NC(=O)OCc2ccccc2)[C@@H](C)CC)o1

screen / no.,13,14,15,16,17,18
DT40 TDP1 no CPT,-26%,-3%,u,12%,-4%,u
DT40 TDP1 CPT,-3%,11%,-15%,-1%,-1%,u
KAT2A inh,-3%,0%,-11%,-5%,-2%,-7%

19: CCOc1ccc(CN2CCC(n3nccc3NC(=O)CCCc3ccccc3)CC2)cc1
20: C=CCNc1nc(Cl)nc(Nc2cc(Cl)ccc2OC)n1
21: Cc1ccc(C(=O)CCNc2ccc(F)c(Cl)c2)o1
22: CCC1CCCCN1CCCNC(=O)C1CCN(S(=O)(=O)N2CCC3(CC2)OCCO3)CC1 (configuration not stated)
23: CCOc1cc2[nH]c(=S)n(Cc3ccc(C(=O)NCC(OC)OC)cc3)c(=O)c2cc1OCC
24: Oc1ccc(/C=N/Nc2cc(N3CCOCC3)nc(N3CCOCC3)n2)cc1

screen / no.,19,20,21,22,23,24
DT40 TDP1 no CPT,u,u,16µM*,-2%,-6%,21µM*
DT40 TDP1 CPT,u,u,16µM*,7%,-15%,16µM*
KAT2A inh,-5%,1%,-2%,-2%,-3%,x

Copied from the list.
cpd 24 – DT40 TDP1 no CPT = 21µM*
cpd 21 – DT40 TDP1 CPT = 16µM*
cpd 19 – KAT2A inh = -5%
cpd 23 – DT40 TDP1 no CPT = -6%
cpd 22 – DT40 TDP1 CPT = 7%
cpd 20 – KAT2A inh = 1%

Three entries drawn at random from those above:
19: CCOc1ccc(CN2CCC(n3nccc3NC(=O)CCCc3ccccc3)CC2)cc1
20: C=CCNc1nc(Cl)nc(Nc2cc(Cl)ccc2OC)n1
21: Cc1ccc(C(=O)CCNc2ccc(F)c(Cl)c2)o1

screen / no.,19,20,21
DT40 TDP1 no CPT,u,u,16µM*
DT40 TDP1 CPT,u,u,16µM*
KAT2A inh,-5%,1%,-2%

Next records:
25: O=C(COc1ccc(F)cc1)NCc1ccc2c(c1)CCN2C(=O)c1ccccc1
26: Cc1nn(-c2ccccc2)c(-c2ccccc2[N+](=O)[O-])c1CC#N
27: CN(C(=O)/C(N=Nc1cccc(C(F)(F)F)c1)=C(\O)C(F)(F)F)c1ccccc1
28: COc1ccc2cc(CCNC(=O)C(C)C)c(=O)[nH]c2c1
29: Cc1ccc(C)c(OCCCC(=O)O)c1
30: C[C@@H]1CCCCO[C@H](CN(C)C(=O)Nc2cccc3ccccc23)[C@@H](C)CN([C@H](C)CO)C(=O)c2cc(NC(=O)c3ccccc3)ccc2O1

screen / no.,25,26,27,28,29,30
DT40 TDP1 no CPT,6%,16µM*,-10%,-4%,-14%,3.7µM*
DT40 TDP1 CPT,10%,u,-25%,8%,-14%,4.6µM*
KAT2A inh,-7%,x,-12%,-5%,1%,x

31: CC(C)N(C(=O)C1CC(=O)OC12CCCCC2)C(C)C (configuration not stated)
32: Cc1csc(=O)n1CCC(=O)OC(C)C(=O)NCc1ccccc1 (configuration not stated)
33: COC(=O)[C@H](Cc1ccccc1)NC(=O)/C=C/[C@H]1O[C@@H](n2cc(C)c(=O)[nH]c2=O)C[C@@H]1O
34: CCOC(=S)N/C(=N\S(C)(=O)=O)c1ccccc1
35: CCN(c1ccccc1)S(=O)(=O)c1ccc(C(=O)N(C)CCc2ccc(OC)c(OC)c2)cc1
36: Cc1cc(-c2cc(-c3ccccc3)on2)nc(NCC2CC2)n1

screen / no.,31,32,33,34,35,36
DT40 TDP1 no CPT,-20%,2%,-4%,u,21µM*,-16%
DT40 TDP1 CPT,-2%,0%,0%,u,u,-14%
KAT2A inh,1%,-5%,x,-15%,-3%,3%

37: CCOC(=O)C1(Cc2ccccc2C)CCCN(C(=O)c2ccc(OC)o2)C1 (configuration not stated)
38: CC(=O)N1CCN(C(=S)c2cccc([N+](=O)[O-])c2)CC1
39: O=C(Nc1cccc(-c2csc(Nc3ccccc3)n2)c1)c1cc([N+](=O)[O-])cc(C(F)(F)F)c1
40: Cc1ccc(O)c(NC(=O)c2cc(-c3ccco3)on2)c1
41: COc1cc(/C=N\NC(=O)c2ccc(C)nc2)ccc1OC(=O)c1cccc(F)c1
42: CCC(C)NC(=O)CSc1ncccc1C(=O)O (configuration not stated)

screen / no.,37,38,39,40,41,42
DT40 TDP1 no CPT,-11%,-9%,u,-21%,u,4%
DT40 TDP1 CPT,u,-11%,u,7%,u,-9%
KAT2A inh,-11%,-3%,-8%,-8%,-1%,-6%

43: C[N+](C)(C)C[C@H](O)CC(=O)O
44: CCOc1ccc2nc(N(Cc3cccnc3)C(=O)c3ccc4c(c3)OCCO4)sc2c1
45: CCC(=O)c1cc(F)ccc1OCC(=O)N1CCN(c2ccc(F)cc2)CC1
46: Cc1ccccc1CN1C[C@@H]2C[C@@H](c3cn(C)nc3-c3ccccc3)N3CCC[C@@]23C1=O
47: CCOC(=O)c1c(S(=O)(=O)N2CCC(C)CC2)c(C)n(C)c1C
48: CC(C)(C)NC(=O)C(c1ccccn1)N(C(=O)C1CSC(=O)C1)c1ccccc1F (configuration not stated)
49: CC(=O)OC1(C)C=Cc2ccccc2C1=NS(=O)(=O)c1ccccc1 (configuration not stated)

screen / no.,43,44,45,46,47,48,49
DT40 TDP1 no CPT,23%,21µM*,21µM*,u,-18%,0%,23µM*
DT40 TDP1 CPT,0%,u,18µM*,u,-14%,5%,u
KAT2A inh,x,-14%,-8%,-12%,-5%,-10%,x
